MEKK3 PB1 HTS: modulators of MEKK3-MEK5 PB1 binding, primary screen, biochemical, wildtype MEKK3, multiplex bead flow cytometry, Alexa488-MEK5. actives 1.4% (n = 290,000). AID 1529, 2009. bead-based flow cytometry, Alexa488-MEK5 binding to MEKK3; actives lie on both sides; 0 = blocked by unlabeled MEK5, 100 = vehicle. binding response (% of control), % at 10 µM. Mitogen-activated protein kinase kinase kinase 3 (Homo sapiens), Q99759;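 active = binding response more than 3 SD above or below the average of its plate-row segment, actives on both sides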;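 also: Alexa488 bead fluorescence after subtracting the streptavidin-only scavenger bead signal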
CRFR2-BP antag: antagonists of CRF-BP/CRF-R2 complex, primary screen, cell-based, HEK293, calcium dye fluorescence, uHTS. CRF-induced calcium fluorescence. inhibition, % at 11.8 µM. actives 0.59% (n = 350,000);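 active = inhibition of the ligand-induced calcium signal above about 50% at the single tested concentration, limit read from the data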
IDE act: human IDE activators in live cells, primary screen, fluorescence polarization, HEK cells, FAbeta-B substrate; activation, % at 5.96 µM; actives 0.073% (n = 340,000); Insulin-degrading enzyme (Homo sapiens), P14735; FAbeta-B cleavage; 0% vehicle, 100% cell-free pure enzyme wells;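 active = activation above the mean of all tested compounds plus 3 SD, set per screening campaign, cut at about 17% in these data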
GalR3 antag: GalR3 antagonists in HEK293 cells, primary screen, cell-based, fluorescence readout | HEK293 GalR3-CNG cAMP membrane potential fluorescence; galR3 body fused to GalR1 C-terminus | inhibition, % at 3 µM | actives 0.44% (n = 360,000);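 active = inhibition above the screen-wide average plus 3 SD, cut at about 13% in these data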;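 also: forskolin and galanin both at EC90 stimulate the cells; cAMP rise reported by CNG channel membrane potential dye signal; 0% = forskolin plus galanin with DMSO and 100% = forskolin alone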
p-CIP stab down: p/CIP-EGFP fusion destabilizers, primary screen, fluorescence, F442A cells; decrease of EGFP signal, % at 10 µM; 16 h; AID 1984, 2009; actives 0.01% (n = 290,000); Q05BA5;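 active = EGFP signal decrease of at least 30% at 10 µM or well 3 SD below plate mean, unless failing retest; inactive = the rest, including hits failing retest or dose response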; also: some compounds called inactive have numbers as strong as hits; many of its hits are not listed in these tables
IDE inh: human IDE inhibitors in live cells, primary screen, fluorescence polarization, HEK cells, FAbetaB substrate | Insulin-degrading enzyme (Homo sapiens), P14735 | FAbetaB cleavage | inhibition, % at 5.59 µM | actives 0.41% (n = 320,000);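 active = percent inhibition above the average of all tested compounds plus 3 SD, set per screening campaign, cut at about 16% in these data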;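 also: IDE supplied by intact live HEK cells; FP after avidin binding of uncleaved biotin substrate so inhibition keeps polarization high; 0% = DMSO wells and 100% = 60 µM reference IDE inhibitor Ii1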
CHRM4 PAM: human M4 muscarinic receptor positive allosteric modulators, primary screen, CHO-K1 cells, Fluo-8 calcium fluorescence; Muscarinic acetylcholine receptor M4 (Homo sapiens), P08173; activation, % at 3 µM; CHO-K1 hM4/Gqi5, ACh EC20; 0% = ACh EC20, 100% = maximal ACh; actives 0.4% (n = 360,000);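 active = activation above its plate's cutoff, the mean activation of sample wells plus 3 SD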; also: some results filed as inactive read as strong as hits
Target sequence (P08173 whole entry, looked up): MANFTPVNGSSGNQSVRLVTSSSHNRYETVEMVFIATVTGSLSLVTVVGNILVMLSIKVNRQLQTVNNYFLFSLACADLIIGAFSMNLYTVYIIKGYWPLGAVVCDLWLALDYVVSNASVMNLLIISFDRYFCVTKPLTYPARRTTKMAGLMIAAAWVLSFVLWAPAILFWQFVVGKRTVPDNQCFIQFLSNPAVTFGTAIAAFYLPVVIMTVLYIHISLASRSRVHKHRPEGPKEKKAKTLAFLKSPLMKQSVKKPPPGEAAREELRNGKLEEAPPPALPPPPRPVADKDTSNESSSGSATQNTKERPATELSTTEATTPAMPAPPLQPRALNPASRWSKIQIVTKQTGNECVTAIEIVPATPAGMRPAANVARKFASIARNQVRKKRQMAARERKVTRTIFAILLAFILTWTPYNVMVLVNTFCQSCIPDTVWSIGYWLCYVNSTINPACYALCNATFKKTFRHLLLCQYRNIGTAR
PHOSPHO1 inh: PubChem AID 1565; Phosphoethanolamine/phosphocholine phosphatase (Homo sapiens), Q8TCT1; recombinant PHOSPHO1, absorbance phosphatase assay; inhibition, % at 13.3 µM; actives 1.1% (n = 290,000); in the data active = inhibition above about 60%
Target sequence (Q8TCT1 whole entry, looked up): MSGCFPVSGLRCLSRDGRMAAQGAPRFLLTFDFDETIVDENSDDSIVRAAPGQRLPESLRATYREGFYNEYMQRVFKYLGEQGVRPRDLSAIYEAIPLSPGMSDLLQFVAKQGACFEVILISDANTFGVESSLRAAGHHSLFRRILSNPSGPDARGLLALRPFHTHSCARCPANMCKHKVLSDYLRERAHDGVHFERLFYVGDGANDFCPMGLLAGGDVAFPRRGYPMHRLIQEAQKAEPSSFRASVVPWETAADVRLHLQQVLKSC
CRFR2-BP ag: agonists of CRF-BP/CRF-R2 complex, primary screen, cell-based, HEK293, calcium dye fluorescence, uHTS. CRF-binding protein / CRF receptor 2 complex (human). calcium dye fluorescence (FLIPR); percent of saturating CRF peptide response. activation, % at 13.2 µM. actives 0.46% (n = 350,000). AID 588473, 2011;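 active = activation of at least 50%, plus an integration ratio under a set limit after plate pattern correction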;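 also: plate controls were neutral control wells without compound for no effect and CRF at EC100 for full effect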
* hit, by the source's call; / = no result given; [ ] = remark or other dose.

SMILES	MEKK3 PB1 HTS	CRFR2-BP antag	IDE act	GalR3 antag	p-CIP stab down	IDE inh	CHRM4 PAM	PHOSPHO1 inh	CRFR2-BP ag
O=C(OCC(=O)N1CCc2ccccc21)C1CCCN1S(=O)(=O)c1ccc(Cl)cc1 (configuration not stated)	/	4	-2	-3	/	-5	-1	/	-1.4
Cc1sc2nc(CC(=O)NN)[nH]c(=O)c2c1C	104	-2	1	2	-4	-1	-16	-6	-3.0
COC(=O)Cc1ccc(NC(=S)NC(C)(C)C)cc1	101	-4	-2	5	-12	0	4	37	0.5
O=C(OCC(=O)N1CCCC1=O)C1COc2ccccc2O1 (configuration not stated)	102	12	3	-2	2	5	2	16	-0.8
CCOC(=O)c1ccccc1NC(=O)CSc1nnnn1C1CCCCC1	102	14	-2	-4	6	2	-3	4	-1.2
CCCN1CCN(c2ccc([N+](=O)[O-])cc2C#N)CC1	104	6	6	-9	-12	-7	6	28	1.1
CCOC(=O)c1ccc(NC(=O)NCCc2cnc[nH]2)cc1	98	0	-1	-3	14	-4	0	/	0.5
CCN(CC)CCNC(=O)c1ccc(CS(=O)(=O)c2ccc(Br)cc2)o1	95	13	5	1	9	-3	-10	4	-0.3
Cc1ccc(N2C(=O)C3CCCN3C2=S)cc1C (configuration not stated)	105	-6	2	-8	-10	2	1	22	-0.1
CCN(c1ccccc1)S(=O)(=O)c1ccc(Cl)c(NC(=O)COC(=O)c2ccc[n+]([O-])c2)c1	108	20	-1	0	-2	1	5	28	-3.1
O=C(Nc1ccccc1C(=O)N1CCCC1)c1cccc(S(=O)(=O)N2CCCCC2)c1	107	-5	0	-4	-2	3	-9	7	-0.4
O=C(Nc1ccccc1)C1=C[C@H](c2ccc(C(F)(F)F)cc2)C[C@H](OCCCCO)O1	107	-3	2	0	/	5	2	/	-0.4
COc1ccc(-c2nnc(SCC(=O)NC3CCCC3)n2C)cc1	101	11	-1	-9	1	3	-6	19	-0.8
Cc1conc1NC(c1cccs1)c1ccc2cccnc2c1O (configuration not stated)	100	/	/	/	14	4	/	55	/
Cc1ccc(-n2cccc2C(=S)N=P(N(C)C)(N(C)C)N(C)C)cc1	103	6	0	0	-13	-2	-7	67*	-1.9
Cc1ccc(-n2c(SCC(=O)NCCC3=CCCCC3)nc3n[nH]c(C)c3c2=N)cc1Cl	98	13	5	-9	-3	0	0	24	-0.8
Cc1nnc(Sc2nc3c(c(=O)n(C)c(=O)n3C)n2Cc2ccccc2Cl)s1	104	-10	0	-6	/	-2	3	/	-0.3
O=C(CSCc1cccc(Br)c1)N/N=C/c1ccc2c(c1)OCO2	87	-5	0	-4	8	1	-2	28	-3.3
COc1ccc(OC)c(S(=O)(=O)N2CCC(C(=O)N3CCc4ccccc4C3)CC2)c1	100	0	0	-3	-10	3	6	18	-1.3
COc1cccc(/C=C2/SC(=S)N(CCC(=O)N3CCOCC3)C2=O)c1	105	-28	1	-6	-1	2	2	39	-0.4
COc1ccc(CCN(C)C(=O)c2ccc(OCC(=O)N3CCOCC3)c(OC)c2)cc1OC	100	-7	9	-1	0	3	3	8	-0.8
COCCNC(=O)C(c1ccc(C)o1)N(Cc1ccco1)C(=O)c1snc(C(N)=O)c1N (configuration not stated)	97	-5	5	-2	-2	0	-2	15	1.2
CCOc1ccc(C(=O)Nc2cccc(-c3cc4ccccc4oc3=O)c2)cc1[N+](=O)[O-]	105	4	3	3	-7	12	2	33	0.4
COc1ccc(CCNC(=O)COc2ccc(C)nc2[N+](=O)[O-])cc1	105	12	1	-5	9	0	-2	5	1.0
O=C(CCc1ccccc1)NNC(=O)c1ccccc1Cl	106	-10	2	-7	-9	0	-4	39	1.0
COc1ccc(CCN2CCC(Nc3nc4ccccc4n3Cc3ccc(F)cc3)CC2)cc1	67	-43	4	/	-8	4	-14	-9	-0.3
CC1=CC(C)(C)N2C(=O)C(=Nc3ccc(O)cc3)c3cccc1c32	103	8	7	16*	-2	-4	23	12	-1.3
Cc1ccc(S(=O)(=O)N2CC=C(C(=O)NCc3ccc(F)cc3)CC2)cc1	108	/	3	2	-2	6	-4	9	/
C(=NN=C1c2ccccc2-c2ccccc21)c1c[nH]c2ccccc12	/	8	-1	1	/	/	13	/	2.1
Cc1cccc(CC(=O)NC2CCCCCC2)c1	102	6	2	-10	-2	0	-1	52	-2.2
COc1ccc(S(=O)(=O)N2CCN(C)CC2)cc1NC(=O)c1ccccc1	101	-3	-3	-5	-6	3	2	31	1.2
Cc1ccc(C(=O)Nc2ccccc2C(=O)N2CCCC2)cc1[N+](=O)[O-]	100	-12	-3	-1	-10	-1	0	-11	1.1
Brc1cccc(-c2nnc(SCc3ccon3)n2-c2ccccc2)c1	104	-5	5	-5	-10	-2	2	9	-4.1
O=C(c1cccc(NS(=O)(=O)c2ccc(F)c(F)c2)c1)N1CCN(Cc2ccccc2)CC1	101	11	3	-4	-12	5	-4	-4	-1.5
O=C(Nc1ccccc1)Nc1nnc(Cc2ccc(F)cc2)s1	101	-2	4	-2	15	1	-3	-6	-1.2
NC(=S)N/N=C1\CC(c2ccc3c(c2)OCCCO3)Oc2ccc(F)cc21 (configuration not stated)	96	-17	0	-7	-11	0	-2	46	-1.1
Cc1cccc2c1-c1sc(C(=O)NCCCN3CCCC(C)C3)cc1CO2 (configuration not stated)	105	-9	1	-10	-1	-3	-5	7	6.1
CCc1nnc(NC(=O)CSc2nc(C3CCCCC3)nc3ccccc23)s1	103	-23	3	-2	2	0	5	-1	-0.3
COc1ccc(CCNCC(=O)Nc2ccc(C)c(S(=O)(=O)N(C)C)c2)cc1OC	95	9	4	-4	3	-6	3	19	1.6
C=CCN(C(=O)c1cccc(C(F)(F)F)c1)C1(C(=O)Nc2ccccc2)CCN(C(C)C)CC1	/	5	4	-7	-15	-3	-6	28	-2.0
CCC(C(=O)OCC(=O)Nc1ccc(OC)cc1OC)c1ccccc1 (configuration not stated)	105	18	8	-4	6	2	4	-14	0.9
C=CCn1c(=O)c2c(nc3n2CC(C)CN3c2cccc(OC)c2)n(C)c1=O (configuration not stated)	107	17	0	3	-6	-3	-7	-4	1.2
CCC(C)NC(=O)c1ccc2nc(Cc3ccc(OC)cc3)oc2c1 (configuration not stated)	100	-13	7	-5	-4	3	2	24	0.7
CCOC(=O)c1cccc(NC(=O)c2ccc3c(c2)OCO3)c1	102	2	-3	-2	6	-3	-1	-19	0.1
CCN1C(=O)c2cccc3c(S(=O)(=O)Nc4ncccc4C)ccc1c23	82*[inhibitor]	-11	1	2	-25	-2	3	23	1.2
Cn1c(NC(=O)c2ccc(Br)o2)cc(=O)n(C)c1=O	99	-1	-2	-5	-5	-3	7	-21	-1.6
O=C(NC(=S)NNC(=O)c1ccccc1F)c1cccnc1	104	-2	/	-4	-17	5	5	-6	0.4
Oc1ccccc1/C=N/Nc1cccc2cccnc12	105	3	-1	-5	11	4	9	20	0.4
CCOC(=O)c1c(OCCO)noc1N	103	-12	-2	-4	-5	-5	-4	47	0.1
C/C(=N\NC(=O)CCC(=O)Nc1ccccc1)c1cccs1	91	11	-1	-6	-25	4	5	-24	-1.2

Next part.
SMILES	MEKK3 PB1 HTS	CRFR2-BP antag	IDE act	GalR3 antag	p-CIP stab down	IDE inh	CHRM4 PAM	PHOSPHO1 inh	CRFR2-BP ag
O=C(NCC1CCCO1)C1CCCN(S(=O)(=O)c2ccc(Br)cc2)C1 (configuration not stated)	103	5	3	2	5	-2	0	15	-0.1
COCCNC(=O)c1ccc2c(c1)ncn2-c1ccc(F)c(F)c1	100	3	2	1	-4	3	11	48	-0.5
O=C(O)C1CSC(c2ccccc2Cl)N1C(=O)c1ccc(Cl)cc1 (configuration not stated)	112	27	6	-2	-13	1	0	3	1.0
CCOC(=O)CN1C(=O)N[C@@H](CCc2ccccc2)C(C(=O)OC)=C1C	100	-2	-3	-5	/	-2	5	/	4.5
CCOc1ccc(CCN2C(=S)N([C@@H](CC(C)C)CN3CCCC3CN3C(=S)NC[C@@H]3CC(C)C)C[C@@H]2Cc2ccccc2)cc1 (some centres not stated)	/	-2	0	-2	/	/	-1	/	2.5
CCNC(=O)c1ccc(-n2nc(C(F)(F)F)c3c2CCCC3)cc1	97	-6	-1	-5	0	-4	-3	3	0.8
CC(=O)Nc1ccc(S(=O)(=O)N2CCCN(c3nc(C)cc(C)c3C#N)CC2)cc1	102	-17	-4	2	7	-1	0	19	0.8
COCCn1c(-c2ccccc2)nc2ccccc21	84	-11	3	1	-13	2	5	-3	-0.7
Cn1c(CNC(=O)OC(C)(C)C)n[nH]c1=S	99	-10	-2	1	-17	0	-7	28	0.7
Cc1ccc(OCCC(=O)OCC(=O)NC(=O)NCc2ccccc2)cc1	/	7	2	1	/	0	6	/	-1.3
Cc1cc(NC(=O)C(C)SCC(=O)O)no1 (configuration not stated)	106	1	5	2	-8	-5	0	-29	-1.3
O=C(c1ccc2oc(CCc3ccccc3)nc2c1)N1CC[C@H](O)C1	103	5	7	1	7	4	8	12	-0.6
CCC(=O)Oc1ccc2oc(=O)cc(C)c2c1	98	19	0	-9	-1	2	12	17	-1.2
CCSc1nnc(-c2ccc(C)cc2)c2ccccc12	101	-18	-1	-4	1	4	1	-24	-0.1
O=C(CC1SC(N2CCCCC2)=NC1=O)Nc1cccc(C(F)(F)F)c1 (configuration not stated)	104	-4	1	-4	-5	5	5	33	-1.1
CC(=O)Nc1ccc(NC(=O)c2cc(C3CC3)nc3c2cnn3C(C)C)cc1	/	2	4	-4	/	/	3	/	-2.5
COc1ccc(C(=O)NCC(C)NC(=O)c2ccc(OC)cc2)cc1 (configuration not stated)	/	-15	2	-6	/	5	-10	/	-2.1
CC(C)C(=O)Nc1cccc(C(=O)NCCc2ccc(S(N)(=O)=O)cc2)c1	107	-2	0	-4	-4	5	11	9	-3.0
O=C(NNS(=O)(=O)c1ccc(C(F)(F)F)cc1)c1cnn(-c2ccccc2)c1C(F)(F)F	99	3	3	-4	-10	0	-4	8	-1.3
CCCn1c(=S)[nH]c2cc(C(=O)N3CCCC(C(=O)OCC)C3)ccc2c1=O (configuration not stated)	97	-16	6	-5	-6	3	20	36	-4.0
Cc1cc(=O)cc(C)n1-c1ccc(Cl)cc1	98	6	3	-6	-7	-3	-1	29	0.4
Nc1ccccc1-c1nc2ccccc2[nH]1	99	-8	-1	5	7	5	-5	0	1.2
